RmlCD inh 1536: M. tuberculosis RmlC/RmlD coupled enzyme inhibitors, primary screen, biochemical, compound mixtures, 384-well, from 1536-well plates | inhibition, % at 3.6 µM | hit rate 0.03% among 160,000 | AID 1533, 2009 | dTDP-4-dehydrorhamnose reductase (Mycobacterium tuberculosis (strain ATCC 25618 / H37Rv)) … | RmlC+RmlD coupled enzyme assay, percent inhibition; primary screen in compound mixtures; in the data active = inhibition mostly above about 34%, no sharp cut-off; note: some results filed as inactive read as strong as hits
Target sequence (P9WH09 whole entry, looked up): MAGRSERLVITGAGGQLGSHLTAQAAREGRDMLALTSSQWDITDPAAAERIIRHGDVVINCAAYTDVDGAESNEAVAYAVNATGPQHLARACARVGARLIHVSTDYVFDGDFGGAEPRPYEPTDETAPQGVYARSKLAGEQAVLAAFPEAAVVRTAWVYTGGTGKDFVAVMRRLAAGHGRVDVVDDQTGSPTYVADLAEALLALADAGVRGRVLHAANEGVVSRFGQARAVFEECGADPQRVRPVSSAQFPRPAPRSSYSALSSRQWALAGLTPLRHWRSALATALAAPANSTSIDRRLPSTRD
Target sequence (P9WH11 whole entry, looked up): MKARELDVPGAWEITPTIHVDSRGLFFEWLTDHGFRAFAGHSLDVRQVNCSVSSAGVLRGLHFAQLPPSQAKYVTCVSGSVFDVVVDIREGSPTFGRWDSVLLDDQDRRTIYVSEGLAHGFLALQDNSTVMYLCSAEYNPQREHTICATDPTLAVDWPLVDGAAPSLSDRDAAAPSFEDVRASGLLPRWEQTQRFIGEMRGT
GlmU inhibition: inhibition of mycobacterial GlmU enzyme – biochemical, glucosamine-1-phosphate acetyltransferase (AID 1376). Bifunctional protein GlmU (Mycobacterium tuberculosis (strain ATCC 25618 / H37Rv)). M. tuberculosis GlmU acetyltransferase enzyme assay; higher % means a stronger effect. one-dose inhibition, %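 (tested at 30 µM in the primary screen)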; IC50 in µM for titrated hits. hit rate 0.25% among 220,000; in the data active = inhibition above about 13%;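 note: 0% = complete reaction with vehicle and 100% = reaction without substrate; strong numbers were not always called active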
* = called active by the depositor; . = not tested or not shown.

SMILES	RmlCD inh 1536	GlmU inhibition
Cc1ccc2oc(=O)c3cnn(CC(=O)N(CCCN4CCOCC4)Cc4ccco4)c3c2c1	-12	-3.4%
CCCC(=O)Nc1ccc(NC(=O)c2cccc(OC)c2)nc1	.	7.0%
CN1C(=O)c2ccccc2C(C(=O)NCc2ccco2)C1c1c[nH]c2ccccc12 (stereo unspecified)	13	-1.6%
Cc1ccccc1C(=O)NC(C(=O)Nc1nc2c(s1)CCCC2)C(C)C (stereo unspecified)	.	0.7%
C=CCSc1nc2ccccc2n1Cc1nnc(-c2cccs2)o1	9	.
COc1ccc(C(=O)N2CCN=C2c2ccccc2)cc1OC	46	0.7%
Cc1ccc(C(=O)Nc2nnc(C3CCCCC3)s2)o1	.	-1.3%
Cc1cccc2cc(CN(CCN(C)C)C(=S)Nc3ccccc3)c(=O)[nH]c12	-13	0.8%
CCNc1ccc(Br)cc(C(=O)/C=C/c2ccc3c(c2)OCO3)c1=O	16	-2.3%
Cc1cc(C(=O)CSc2nn3c(=O)c(C(C)(C)C)nnc3s2)c(C)n1C	-5	5.4%
C/C(=N\O)C(C)(C)Nc1ccc(Br)cc1	-3	-0.1%
O=C(N[C@@H](Cc1ccc(O)cc1)C(=O)O)c1cccnc1	.	-6.6%
CCOC(=O)c1[nH]c2ccc(OC)cc2c1NC(=S)N1CCN(c2cccc(C)c2C)CC1	-15	2.5%
O=C(CSc1nc2ccccc2n1S(=O)(=O)c1cccc([N+](=O)[O-])c1)NCc1cccs1	-4	1.9%
O=C(Nc1cc(C(F)(F)F)cc(C(F)(F)F)c1)c1ccc(Cn2cc(C(F)(F)F)ccc2=O)cc1	-3	-1.2%
CC(=O)/C(=C/Nc1ccc(Oc2ccccc2)cc1)c1ccccc1	-2	3.8%
CCC(=O)N1CCc2cc(S(=O)(=O)NCCC(=O)N3CCN(c4ccccn4)CC3)ccc21	.	7.7%
CC(C)(C)NC(=O)C(c1ccccn1)N(C(=O)c1ccc2c(c1)OCCO2)C1CCCC1 (stereo unspecified)	-8	2.4%
Cc1ccc(SCC(=O)Nc2ccc(-c3nc4ccccc4[nH]3)cc2)cc1	5	2.1%
O=C1NC(=S)S/C1=C\c1ccc(SCc2ccco2)o1	-7	18µM*

5 records drawn at random from those above, as already listed:
SMILES	RmlCD inh 1536	GlmU inhibition
CC(=O)/C(=C/Nc1ccc(Oc2ccccc2)cc1)c1ccccc1	-2	3.8%
O=C1NC(=S)S/C1=C\c1ccc(SCc2ccco2)o1	-7	18µM*
O=C(N[C@@H](Cc1ccc(O)cc1)C(=O)O)c1cccnc1	.	-6.6%
Cc1ccc(SCC(=O)Nc2ccc(-c3nc4ccccc4[nH]3)cc2)cc1	5	2.1%
CCOC(=O)c1[nH]c2ccc(OC)cc2c1NC(=S)N1CCN(c2cccc(C)c2C)CC1	-15	2.5%

Going on with the list:
SMILES	RmlCD inh 1536	GlmU inhibition
Cc1ccc(N2C(=O)CC(SCC(=O)Nc3ccc(S(N)(=O)=O)cc3)C2=O)cc1 (stereo unspecified)	.	-7.9%
CC(C)CN1C(=S)SC(C)(C)C1n1oc(=O)n(-c2ccccc2)c1=O (stereo unspecified)	3	4.0%
O=C(/C=C/c1ccccc1)NC(NC(=S)Nc1cccc(Cl)c1)C(Cl)(Cl)Cl (stereo unspecified)	6	-0.2%
Cc1c(C#N)c2ccccc2n1CCOc1ccccc1F	.	-1.2%
CNS(=O)(=O)c1ccc(C)c(S(=O)(=O)NC)c1	.	-5.9%
Cc1c(C(=O)N2CCC(C)CC2)oc2ccc(S(=O)(=O)N3CCC4(CC3)OCCO4)cc12	.	6.3%
COc1ccccc1C1C(C(=O)NCc2ccccc2)=C(C)Nc2ncnn21 (stereo unspecified)	-6	-0.3%
O=C(N/N=C/c1cccc(OC(=O)c2ccc3c(c2)OCO3)c1)c1cncc(Br)c1	15	-4.0%
CCn1c(-c2c[nH]c3ccccc23)n[nH]c1=S	-6	-1.8%
c1ccc(-c2ccc(-c3nccc4ccccc34)[nH]2)cc1	.	2.8%

Grouped by structure: the compounds so far with a tert-butyl group
SMILES	RmlCD inh 1536	GlmU inhibition
Cc1cc(C(=O)CSc2nn3c(=O)c(C(C)(C)C)nnc3s2)c(C)n1C	-5	5.4%
CC(C)(C)NC(=O)C(c1ccccn1)N(C(=O)c1ccc2c(c1)OCCO2)C1CCCC1 (stereo unspecified)	-8	2.4%

Further results follow.
SMILES	RmlCD inh 1536	GlmU inhibition
CCCC/C(C)=C/[C@@H](NP(=O)(c1ccccc1)c1ccccc1)c1ccccc1	.	2.3%
CCOC(=O)C(C)(C)N(Cc1cccc(C)c1)S(=O)(=O)c1cccc([N+](=O)[O-])c1	-2	1.1%
CC(=O)Nc1ccc(C(=O)Nc2ccc(S(=O)(=O)NCC3CCCO3)cc2)cc1 (stereo unspecified)	.	0.5%
CC(=O)c1ccc(OCC(C)C)c(CN2CCCCC2)c1	-10	-2.9%
Cc1c(C(=O)O)c(C(=O)O)nc2ccc(N3CCOCC3)cc12	.	-2.5%
O=[N+]([O-])c1ccccc1S(=O)(=O)N1CCN(CC2CC=CCC2)CC1 (stereo unspecified)	-11	-4.2%
COC(=O)c1cccc(NC(=O)Cc2coc3cc(OC)ccc23)c1	-4	-0.6%
COc1ccccc1NCC(O)Cn1c2ccccc2c2ccccc21 (stereo unspecified)	-8	3.2%
CC(C)C(CCN1C(=O)c2ccccc2C1=O)c1ccco1 (stereo unspecified)	-12	3.4%
Cc1ccc(C)c(Cn2c(C)nc3c(sc(=S)n3-c3ccccc3)c2=O)c1	-11	0.5%

Profiles, quoted from the list:
`CC(=O)c1ccc(OCC(C)C)c(CN2CCCCC2)c1` as listed: RmlCD inh 1536 = -10; GlmU inhibition = -2.9%
`Cc1ccc(C)c(Cn2c(C)nc3c(sc(=S)n3-c3ccccc3)c2=O)c1` as listed: RmlCD inh 1536 = -11; GlmU inhibition = 0.5%
`COC(=O)c1cccc(NC(=O)Cc2coc3cc(OC)ccc23)c1` as listed: RmlCD inh 1536 = -4; GlmU inhibition = -0.6%

(more compounds)
SMILES	RmlCD inh 1536	GlmU inhibition
CCOC(=O)c1ccc2c(c1)[nH]c(=S)n2CC	-10	-3.2%
CCC1SC2=NC(C)=C(C(=O)OCCOC)C(c3ccc(C(=O)OC)cc3)N2C1=O (stereo unspecified)	.	2.6%
CCOC(=O)c1[nH]c(C)c(C(=O)N2CCN(C(=O)OCC)CC2)c1CC	12	0.5%
Cc1ccc(N2C(=O)N(CC(=O)NC(c3ccccc3)c3ccccc3)C(=O)C2C)cc1 (stereo unspecified)	12	-0.6%
CCCN1CCC(=NNc2ccc(S(=O)(=O)N3CCOCC3)cc2[N+](=O)[O-])CC1	-7	-1.4%
CC1(C)CC2CC(C)(CN2C(=O)CN2C(=O)c3ccccc3C2=O)C1 (stereo unspecified)	8	1.0%
Cc1cc(NCc2ccccn2)n2ncc(-c3ccc(Cl)cc3)c2n1	-2	1.9%
COc1ccc(N(CCC#N)C(=O)/C(C#N)=C/c2cccs2)cc1	-17	-3.8%
O=C1OCC/C1=C\c1ccc2c(c1)OCO2	6	.
O=C(COC(=O)c1ccccc1Nc1cccc(C(F)(F)F)c1)NCc1ccco1	8	-5.1%
COc1ccccc1C(=O)Nc1ccon1	14	3.6%
COc1ccc(N2CCN(C(=O)CCn3nnc4ccccc43)CC2)cc1	-11	4.8%
O=C(Nc1ncc2c(n1)-c1ccccc1CC2)c1cccs1	3	0.8%
O=C(CC(c1ccccc1)c1cc(Cl)ccc1O)N1CCOCC1 (stereo unspecified)	7	-4.5%
Cc1cccc(N2C(=O)/C(=C/c3cccnc3)SC2=S)c1	-3	1.1%
Cc1ccc(/C=C/C(=O)O)cc1S(=O)(=O)NCC1CCCO1 (stereo unspecified)	-4	-1.9%
CCOC(=O)C1CCCN(C(=O)CSCc2ccccc2)C1 (stereo unspecified)	8	2.9%
CC(C)C(=O)Nc1ccc(N2CCN(C(=O)c3cccs3)CC2)cc1	-9	12%
COc1ccc(C2CC(C(F)(F)F)n3nc(C(=O)NCc4cn(C)nc4C)c(Cl)c3N2)cc1 (stereo unspecified)	0	5.8%
CCc1ccc(N(C(=O)CCC(=O)Nc2cc(C)on2)C(C(=O)NC2CCCC2)c2ccco2)cc1 (stereo unspecified)	.	0.8%
O=C(Cn1c(=O)n(-c2ccc(F)cc2)c(=O)c2sccc21)NC1CCCCC1	-5	6.7%
COc1ccccc1NS(=O)(=O)c1ccc(NC(=O)c2ccncc2)cc1	-8	-8.3%
O=C(NCCCO)/C(=C\c1ccco1)NC(=O)c1ccc(Br)o1	.	0.5%
CCN1CCN(C(=O)C2CCC(CNS(=O)(=O)c3ccccc3)CC2)CC1 (stereo unspecified)	-12	3.7%
Cc1cccc(/C=N/n2c(-c3ccco3)n[nH]c2=S)c1	3	3.3%
O=C1NC(=O)C(=Cc2ccc(OCC(=O)N3CCOCC3)cc2)C(=O)N1	7	1.6%
C=CCOC(=O)C1=C(C)OC(N)=C(C#N)[C@@]12C(=O)N(CC(N)=O)c1ccccc12	.	-1.0%
N#Cc1cc([N+](=O)[O-])ccc1NC(=O)COC(=O)CCC1CCCCC1	.	0.1%
NC(=O)COC(=O)c1cc(-c2ccco2)nc2ccccc12	-4	16%
COc1ccccc1NC(=O)CCc1c(C)nc2c(-c3ccc(F)cc3)c(C)nn2c1C	.	-0.4%
COc1ccc(C)cc1S(=O)(=O)N1CCN(S(=O)(=O)c2cc(C)ccc2OC)CC1	-12	3.0%
CCOP(=O)(CC(C(C)=O)C(O)c1ccccc1)OCC (stereo unspecified)	.	0.7%
CCOCCCNC(=O)C(c1ccc(C)cc1)N1CCOCC1 (stereo unspecified)	40	-8.4%
CCOC(=O)c1c(N)sc(C(=O)N2CCCC2)c1C	13	-1.1%
COC(=O)c1ccccc1NC(=O)c1cc(-c2ccc(C)cc2)on1	.	32%
Cc1cc(C)c2c(=O)c(/C=C3\NC(=S)NC3=O)coc2c1	-9	-0.6%
S=c1[nH]nc(-c2ccco2)n1/N=C/C=C/c1ccco1	.	22%
O=C1N(c2cccc(Cl)c2)C(c2ccc(Cl)cc2)N2CCCN12 (stereo unspecified)	7	-5.1%
O=C(Nc1ncc(Br)s1)C1CCCN1S(=O)(=O)c1cccc2cccnc12 (stereo unspecified)	.	5.0%
Cc1ccc(S(=O)(=O)N2CCCCC2)cc1NC(=O)CNCc1ccco1	5	1.8%
COc1cccc(-c2csc(N3CCN(C(=O)C4CCCCC4)CC3)n2)c1	-1	.
CC(=O)c1c(C)[nH]c(C(=O)NCc2cccc(Cl)c2)c1C	-2	1.8%
O=C1c2ccccc2CCCC12N=NCC2c1cccc2ccccc12 (stereo unspecified)	12	.
CCn1c(SCC(=O)N2CCc3ccccc3C2)nc2sc(C)c(C)c2c1=O	7	-1.4%
CCC(=O)Nc1ccc(C(=O)N/N=C/c2cc(Br)c(OC)cc2OC)cc1	-9	0.6%
COc1ccc(C(=O)OCC(=O)c2c(N)n(C)c(=O)n(C)c2=O)cc1OC	3	-1.1%
CCOC(=O)C(NC(C)=O)C(O)c1ccc([N+](=O)[O-])cc1 (stereo unspecified)	2	2.2%
N#CNC(=Nc1ccc(Cl)cc1)Oc1ccccc1	14	-2.5%
CCn1c(CC(=O)Nc2ccc(C)c(Cl)c2)nnc1SCC(=O)Nc1nc(C)cs1	11	-1.3%
COc1ccccc1-c1cn[nH]c1-c1ccc(OCc2ccc(F)cc2)cc1O	.	-6.0%
Continuation:
SMILES	RmlCD inh 1536	GlmU inhibition
CN1C2CCC1CC(NC(=O)CSc1ccc(Cl)cc1)C2 (stereo unspecified)	1	.
Cc1onc(-c2ccncc2)c1C(=O)O	17	6.3%
CN1C(=O)/C(=C/c2ccc(O)c([N+](=O)[O-])c2)NC1=S	-9	-1.5%
Cc1cccc(OCc2nnc(SCC(=O)NCCc3ccccc3)o2)c1	.	4.3%
O=C(Oc1ccc(N2C(=O)CCC2=O)cc1)c1ccccc1Cl	2	7.2%
CC1CCCCC1NC(=O)C1CCN(S(=O)(=O)N2CCCCCC2)CC1 (stereo unspecified)	.	0.1%
CN1CCN(C(=O)C2CCN(S(=O)(=O)c3ccc4c(c3)oc(=O)n4C)CC2)CC1	3	2.4%
Cc1ccc(N/C=C2\CCCCC2=O)nc1	-7	7.6%
O=C(c1ccc(Cl)c(F)c1F)N1CCOCC1	5	3.8%
O=C(Nc1cc(Cl)ccc1Cl)C1CC(=O)N(c2ccccc2)C1 (stereo unspecified)	0	-3.7%
CCOC(=O)c1nccnc1C(=O)Nc1ccc(C(F)(F)F)cc1	-7	-0.7%
COc1ccc(/C(N)=N/OC(=O)Oc2ccccc2)cc1	.	-3.5%
N#CC1(C#N)CC(C=O)=C(N)C1(C#N)CC(=O)c1ccc(F)cc1 (stereo unspecified)	3	-0.8%
C/C(=N\NC(=S)NCCc1ccccc1)c1cccc(Br)c1	5	6.1%
O=C(CO/N=C/c1ccccc1O)N1CCc2ccccc21	-5	-6.6%
c1ccc(C2=NC(c3ccccc3)N=C(c3ccccc3)N2)cc1	.	-3.2%
CCOC(=O)c1c(/N=C/N(C)C)sc2c1CCC2	.	3.9%
O=C(O)CCNc1ccc2c(c1)OCCO2	.	0.8%
S=c1[nH]nc(-c2ccccc2)n1/N=C/c1ccc(-c2ccccc2Cl)o1	9	0.3%
O=C1CC(SCc2nc3ccccc3[nH]2)C(=O)N1c1ccc(Cl)cc1 (stereo unspecified)	0	-1.8%
Cc1ccc(CN2CCN(C(=O)C3CCC3)CC2)cc1	61	2.0%
C/C=C/c1ccc(OCCCCN2C(=O)NC(C)(C)C2=O)c(OC)c1	8	-1.8%
Cc1ccc(NC(=O)CSc2nn(-c3ccccc3)c(=S)s2)cc1S(=O)(=O)N(C)C	11	1.6%

High-throughput results deposited in PubChem by several laboratories.

A portion of the library. The share of hits here may be higher or lower than overall.
